Compound activity deposited in PubChem by several laboratories.
Pemphigus Ab inh: blocks pemphigus antibody binding to human desmoglein-3 | P32926 | DSG3-coupled beads, scFv-anti-DSG3-GFP binding, flow cytometry; stronger effect = lower value | binding (percent of control), % at 10 µM | hit rate 0.48% among 310,000 | AID 588358;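 active means binding more than 3 SD below its plate's average and above zero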; further: some compounds called inactive have numbers as strong as hits
MOR-DOR ag: OPRM1-OPRD1 heterodimerization agonism | P35372+P41143 | cells, luminescence | activation, % at 9.3 µM | hit rate 0.3% among 340,000; in the data active means activation above about 18%;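 further: 0% = vehicle-treated cells and 100% = reference agonist; values of inactives mirror those of a sister screen read the other way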
OPRM1-OPRD1 inv: inverse agonist of human OPRM1-OPRD1 heterodimerization. AID 504357. cell-based MOR-DOR heterodimer luminescence, inverse agonism. inhibition, % at 9.3 µM. hit rate 0.21% among 340,000. P35372+P41143; in the data active means inhibition above about 22%, passing the limit was not always enough;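 further: 0% = cells with DMSO and 100% = wells without cells with DMSO; values of inactives mirror those of a sister screen read the other way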
phage Ecoli inh: E. coli growth loss with phage present | inhibition, % at 11.9 µM | hit rate 0.26% among 360,000 | growth absorbance; in the data active means inhibition above about 11%
HTR5A inv ag: counter-screen for OPRM1-OPRD1 inverse agonists: human HTR5A inverse agonism | P47898 | HTR5A cell line, luminescence | inhibition, % at 9.3 µM | hit rate 0.083% among 340,000 | AID 504634; in the data active means inhibition mostly above about 23%, no sharp cut-off; inactive means mostly below about 18%;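 further: 0% = cells with DMSO and 100% = no-cell wells with DMSO; some compounds called inactive have numbers as strong as hits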
Target sequence (P47898 whole entry, looked up): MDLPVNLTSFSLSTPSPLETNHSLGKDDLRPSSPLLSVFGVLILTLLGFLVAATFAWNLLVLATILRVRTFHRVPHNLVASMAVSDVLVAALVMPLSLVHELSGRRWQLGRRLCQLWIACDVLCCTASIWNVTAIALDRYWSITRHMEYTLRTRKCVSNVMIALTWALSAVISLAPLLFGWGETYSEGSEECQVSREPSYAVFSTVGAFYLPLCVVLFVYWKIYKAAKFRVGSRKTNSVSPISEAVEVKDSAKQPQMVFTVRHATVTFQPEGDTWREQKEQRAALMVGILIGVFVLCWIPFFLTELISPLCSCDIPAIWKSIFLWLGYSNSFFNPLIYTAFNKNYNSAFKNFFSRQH
AddAB inh: less growth of phage-infected E. coli with AddAB; E. coli expressing H. pylori AddAB, absorbance growth; inhibition, % at 11.9 µM; hit rate 0.29% among 330,000; in the data active means inhibition above about 12%;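 further: 0% = vehicle wells of infected cells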
PKA-R1A activ: activates the PKA-R1A holoenzyme complex; P00514+P68181; PKA-R1A dissociation, Cy5-IP20 fluorescence polarization; scaled: DMSO 0%, 113 µM cGMP 100%; activation, % at 11.4 µM; hit rate 0.083% among 340,000; AID 504707;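 active means percent activation above the mean of all tested compounds plus 3 SD, cut at about 19% in these data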;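 further: higher means more PKAc released from R1A so a rise in polarization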
PfHsp90 set2: reduces growth (ATP signal) of yeast expressing P. falciparum Hsp90 | S. cerevisiae expressing PfHsp90, BacTiter-Glo ATP, 48 h; yeast lacking PDR1 and PDR3 efflux regulators | inhibition, % at 9.4 µM | hit rate 0.32% among 310,000 | AID 504621;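 active means every replicate shows inhibition above about 80%, whatever the replicate mean, limit read from the data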;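 further: 0% = DMSO neutral controls and 100% = 20 µM radicicol positive controls; yeast relying on Plasmodium falciparum Hsp90 in place of its own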
E coli growth: bacterial growth inhibition, counter-screen for AddAB inhibitors. hit rate 0.27% among 330,000. E. coli V3065 growth, OD600 absorbance, 18 h. inhibition, % at 11.9 µM;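 active means inhibition above the campaign's mean inhibition across all tested compounds plus 3 SD, cut at about 9.9% in these data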;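 further: uninfected addAB+ strain grown without phage in ampicillin broth; 0% = DMSO wells and 100% = ciprofloxacin 0.95 µg/ml wells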
SUMO Mot1 rescue: inhibitors of SUMOylation pathway: yeast Mot1-301 growth rescue; S. cerevisiae Mot1-301 growth rescue, ATP luminescence, 38.5C; percent above DMSO median, 100 means doubled; growth rescue, % at 18.8 µM; hit rate 1% among 320,000; AID 2716;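 active means every valid replicate shows activation above 250% relative to neutral control wells; inactive means the rest, any valid replicate at or below 250%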;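 further: OY570 slx delta 5 strain wells were the positive control but not used for scaling; some compounds called inactive have numbers as strong as hits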
HTR5A ag ctr: HTR5A agonism, opioid heterodimer counter-screen; P47898; hit rate 0.61% among 340,000; activation, % at 9.3 µM; HTR5A agonist assay, luminescence, cell-based; in the data active means activation mostly above about 9.5%, no sharp cut-off; inactive means mostly below about 7.6%;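 further: 0% = cells with vehicle only and 100% = reference agonist; strong numbers were not always called active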
Starred values were filed as active, the others as inactive; x = not tested or not shown.

SMILES	phage Ecoli inh	PKA-R1A activ	MOR-DOR ag	HTR5A ag ctr	Pemphigus Ab inh	AddAB inh	E coli growth	PfHsp90 set2	HTR5A inv ag	SUMO Mot1 rescue	OPRM1-OPRD1 inv
CSc1nc(C)nc(C2CC2)c1C#N	2.9	x	x	x	90	4.9	-1.0	-32	x	8	x
CCCCNC(=O)Cc1c(O)c2ccccc2[nH]c1=O	0.4	-7	-2.4	4	94	2.4	1.8	33	-10	31	10
Cc1cc(C)nc(SC2CC(=O)N(c3ccc(Br)cc3)C2=O)n1 (configuration not stated)	0.9	-2	-0.5	-3	97	3.4	-0.6	-2	12	-10	2
O=C(CN1C(=O)/C(=C\c2ccc(F)cc2)Oc2ccccc21)NCc1ccco1	1.5	-4	-0.9	5	115	1.0	1.9	12	6	x	5
CC(=O)Nc1ccc(NC(=O)C(C)OC(=O)C2CCCC2)cc1 (configuration not stated)	4.9	-2	-0.3	2	114	0.0	1.1	x	2	1	2
Cc1ccc(/C=C2\SC(=S)N(CCC(=O)NNC(=O)c3ccc(O)cc3)C2=O)cc1	1.4	-6	-0.4	-4	92	2.1	-0.8	-21	9	1	2
CCN(CC(=O)Nc1cccc(OC)c1)C(=O)c1ccncc1	2.4	4	-1.1	7	95	-1.6	-2.8	-2	-21	-19	7
Cc1cccc(C2c3[nH]c4ccccc4c3CCN2Cc2ccc(C)s2)n1 (configuration not stated)	5.5	-15	-2.9	0	97	1.4	1.5	-96	1	5	15
CN(CC(=O)Nc1sc2c(c1C#N)CCCCC2)Cc1nc2ccccc2c(=O)[nH]1	3.8	-6	1.2	7	98	-0.2	1.5	47	-18	7	-7
Cc1ccccc1-n1c(SCC(=O)c2c(N)n(C)c(=O)n(C)c2=O)nc2sc3c(c2c1=O)CCCC3	0.8	-2	3.3	3	73	-0.6	0.3	1	-7	-5	-17
Cc1cccc(OCCc2c(C)[nH]c(=S)[nH]c2=O)c1	3.5	-1	-0.6	-2	101	-1.3	-2.6	-5	10	2	3
Cc1ccc(OCC(=O)N2CCN(C(=O)Cc3ccccc3)CC2)cc1	2.5	11	0.1	-4	98	3.9	2.6	0	2	-9	0
Cc1ncc(C[n+]2csc(CCOC(=O)CC3C4CC5CC(C4)CC3C5)c2C)c(N)n1 (configuration not stated)	-1.4	1	-2.5	5	x	-3.3	-4.9	x	-13	109	15
CC1CCN(S(=O)(=O)c2ccc(S(=O)(=O)NCc3cccnc3)cc2)CC1	-0.8	0	-0.6	4	94	-2.1	1.5	19	19	23	3
COc1ccc(-c2cc(C(=O)NCc3ccco3)c3ccccc3n2)cc1	0.5	-14	-1.2	2	112	4.8	-0.7	-6	9	37	6
Cc1ccc2c(c1)N(CC(=O)Nc1ncccc1C)C(=O)C(C(C)C)O2 (configuration not stated)	0.1	5	-0.6	2	97	3.7	0.0	6	-8	38	3
COc1cc(NC(=O)COC(=O)c2ccccc2F)cc(OC)c1	-0.8	-9	-2.1	6	98	5.5	-1.4	-3	-15	12	11
CCN(CC)CCN(C(=O)c1ccc(C(C)=O)cc1)c1nc2ccc(Cl)cc2s1	0.3	-13	1.8	0	106	-1.6	-2.6	-23	-1	4	-9
COc1c(Cl)ccc(Cl)c1C(=O)OCC(=O)O	2.2	-8	0.1	7	124	2.5	3.9	14	-14	-1	-1
O=C(COC(=O)COc1ccc(Cl)cc1Br)NCCC1=CCCCC1	3.5	-8	3.5	3	110	0.1	-1.8	1	-8	29	-14
O=C(O)c1cccc(N/N=C/c2cccs2)c1	1.8	-2	-1.3	4	100	8.2	-1.6	18	-37	-1	7
N#Cc1c(-c2ccccc2)nc(SCc2cccc(C(F)(F)F)c2)[nH]c1=O	0.2	-2	-0.9	0	88	-1.1	-0.9	-23	-1	556	5
Cc1cc(C)nc(NS(=O)(=O)c2ccc(NS(=O)(=O)c3ccc(C#N)cc3)cc2)n1	0.1	2	-3.4	5	102	-0.4	-1.2	7	-8	20	19
CSc1nc2ccc(NC(=O)CSc3nnc(N)s3)cc2s1	3.0	5	3.9	-4	100	1.3	-1.6	x	8	-7	-23
Oc1c(C=Nc2ccccc2Cl)[nH]c2ccccc12	-0.6	-8	-9.2	-2	106	0.8	1.3	-10	5	-9	48*
CCCCC(CC)C(=O)NCc1ccccc1OC (configuration not stated)	2.5	-5	-1.4	2	x	6.3	-0.1	-21	-7	5	7
COc1ccccc1NC(=O)c1ccc(NC(=O)C2COc3ccccc3O2)cc1 (configuration not stated)	-1.7	-1	-1.6	1	108	1.6	2.8	-34	-2	25	10
COc1ccc(S(=O)(=O)Nc2cc(C)on2)cc1	-2.0	14	-1.7	-6	114	2.2	-3.6	1	-12	4	9
COc1cccc(C(=O)OCC(=O)NC(C)CCc2ccccc2)c1O (configuration not stated)	-1.4	1	-2.9	7	97	-0.1	-1.4	-6	-25	-3	15
CN(Cc1ccccc1Cl)C(=O)C1CCC(=O)N(CCc2cccc(F)c2)C1 (configuration not stated)	-0.6	2	-5.4	0	108	0.6	0.2	27	0	0	18
CCCc1cc(=O)[nH]c(SCC(=O)Nc2nc(-c3ccccc3)cs2)n1	4.0	-9	-0.9	3	98	0.3	-2.0	-26	-8	-3	5
COP(=O)(OC)c1nc(-c2cccc3ccccc23)oc1NCc1ccccc1	3.1	-7	-0.5	1	98	1.7	-1.9	28	-3	163	3
Cc1ccc(C2=[N+]([O-])C3(CCCCC/C3=N\NC(N)=O)N(O)C2(C)C)o1 (configuration not stated)	1.3	-9	-1.0	0	96	0.2	4.0	5	11	-7	6
CC(=O)N1N=C(C)CC1c1ccc(O)cc1 (configuration not stated)	3.1	2	-1.8	-1	82	2.0	-0.4	-4	3	1	12
CCOC(=O)c1oc2ccc(Br)cc2c1NC(=O)CN1CCN(C)CC1	0.6	4	-3.1	5	x	1.7	-0.2	27	15	20	13
O=C(CCn1c(=O)sc2ccccc21)NCc1ccc2c(c1)OCO2	2.1	-7	-2.2	-2	100	-0.3	-0.9	6	-2	6	13
Cc1ccc(SCC(=O)Nc2ccccc2C(=O)O)cc1	1.8	-9	-2.4	5	x	4.1	-0.2	x	-18	11	13
Cc1sc2ncnc(SCC(=O)N3CCCC(C(F)(F)F)C3)c2c1C (configuration not stated)	0.4	5	-2.0	5	112	-0.1	0.3	1	-12	-5	10
CCOc1ccccc1C(=O)Nc1ccccc1-c1ccccc1	3.1	-6	2.9	8	116	3.7	0.9	12	9	-11	-15
O=C(NNC(=S)Nc1ccccc1)c1cc(Br)ccc1Cl	4.0	-8	-4.6	-1	106	-0.1	-1.9	4	-24	1	24
COc1cc(/C=N/NC(N)=O)cc(Br)c1OCc1ccccc1C	2.0	-15	4.8	4	x	1.6	-1.5	x	-16	-6	-28
Cc1ccc(C2(C)NC(=O)N(Cc3c(C)noc3C)C2=O)cc1 (configuration not stated)	2.4	-11	-2.8	3	104	1.4	0.1	29	-9	x	15
O=C1N=C(N2CCOCC2)SC1=C1CCCCC1	1.9	7	-1.1	3	102	3.4	0.5	3	-8	-6	6
COc1ccc2oc(-c3ccccc3)c(C(=O)O)c2c1	-0.2	-6	-2.8	4	93	-0.3	0.5	7	-13	442	15
CN1CCN(Cc2cn(C)nc2-c2ccccc2F)CC1c1ccccc1 (configuration not stated)	1.9	-5	1.3	5	108	-0.4	2.8	16	-13	-13	-6
Cn1nc(CC(=O)Nc2ccc(N3CCN(C(=O)OC(C)(C)C)CC3)cc2)c2ccccc2c1=O	-0.3	-6	2.5	-2	86*	2.4	0.6	3	23	8	-13
O=C(Cc1cccc2ccccc12)NN1C(=O)CSC1=S	2.3	-4	-1.7	-2	97	0.8	-1.1	-36	4	-16	9
CN(C)S(=O)(=O)c1cccc(NC(=O)COC(=O)c2cc(-c3cccc(Br)c3)nc3ccccc23)c1	2.1	6	0.4	0	98	-0.2	-2.6	-7	-7	x	-2
Cc1cnc(C(=O)NNC(=O)c2ccc(Br)cc2)cn1	0.4	-4	-1.0	3	106	-4.3	-7.1	6	-4	-13	7
O=C(CSc1nc2c(cnn2-c2ccc(F)cc2)c(=O)[nH]1)N1CCOCC1	0.5	-4	-1.4	7	101	0.4	0.2	7	16	109	9

The results go on:
SMILES	phage Ecoli inh	PKA-R1A activ	MOR-DOR ag	HTR5A ag ctr	Pemphigus Ab inh	AddAB inh	E coli growth	PfHsp90 set2	HTR5A inv ag	SUMO Mot1 rescue	OPRM1-OPRD1 inv
O=C(NCC1CCCCC1)c1ccc(Cl)c(S(=O)(=O)N2CCOCC2)c1	0.1	-6	-3.9	-3	107	0.3	0.7	-2	-15	-8	15
CSc1nc(C)cc(Oc2ccc(=O)[nH]n2)n1	4.4	-6	-2.1	0	87	-1.6	1.8	-16	0	-7	10
O=C(NCc1nc(-c2ccccc2)cs1)c1ccccc1	4.4	2	-2.0	2	110	7.1	0.8	-16	-6	-28	10
COc1ccc(NCc2nnc(SCC(=O)NNC(=O)c3ccc(C)cc3)n2C)cc1	1.7	8	-2.9	-1	109	0.8	0.0	12	2	-6	16
O=C(NC1CCCCC1)c1nc2c(nnn2Cc2ccccc2Cl)c(=O)[nH]1	3.1	-3	-1.5	2	90	1.3	-2.2	x	-9	4	8
Cc1oc(-c2ccc(Cl)cc2)nc1CN1CCC(C(=O)NCCCN2CCCC(C)C2)CC1 (configuration not stated)	3.5	-7	-1.5	0	103	0.7	-1.0	-8	12	18	8
COc1ccc(NC(=O)CNC(=O)Cc2ccccc2)cc1OC	2.0	7	-1.1	3	120	2.8	-0.6	3	-7	3	6
CCOc1ccc(S(=O)(=O)NCCC(=O)OCC(=O)Nc2cc(C)on2)cc1	-13	-8	-2.0	5	86	1.7	0.6	5	-11	0	11
CN(CC(=O)Nc1ccc(Cl)cc1)C(=O)c1cccc(S(=O)(=O)N2CCN(Cc3ccccc3)CC2)c1	-0.5	-2	1.3	5	106	0.2	-0.4	-25	-14	-28	-9
CCCNS(=O)(=O)c1ccc(OCC(=O)N2CCOCC2)cc1	2.5	-20	-0.6	4	78	1.5	1.7	-8	11	76	3
CN(C)S(=O)(=O)n1cc(/C=C(\NC(=O)c2ccccc2Cl)C(=O)NCCCN2CCOCC2)c2ccccc21	0.5	-6	-1.6	-1	96	-0.5	-0.9	23	6	0	9
O=C1C[C@@H](c2ccc(O)cc2)Oc2cc(O)cc(O)c21	2.6	-3	-0.4	-3	101	1.8	-1.0	5	0	1	2
O=C1C(=O)N(c2cccc(Cl)c2)C(c2ccccc2[N+](=O)[O-])/C1=C(\O)c1ccccc1 (configuration not stated)	x	6	-2.8	-3	99	0.2	-4.5	x	12	-2	16
